Compound activity: PubChem, several laboratories
CAL PDZ FP-1: untagged CAL PDZ binding inhibitors, primary screen, biochemical, fluorescence polarization, HTS; AID 602252, 2012; purified CAL PDZ, TMR-peptide fluorescence polarization, 1 h; 0.92% of 300,000 active; inhibition, % at 24.9 µM; Golgi-associated PDZ and coiled-coil motif-containing protein (Homo sapiens), Q9HD26;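 active means mean inhibition of at least 30% with at least half of replicates also reaching 30%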;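 further: 0% = DMSO neutral control and 100% = excess unlabeled competitor peptide PRC23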
SR-BI uptake up: activators of SR-BI mediated DiI-HDL uptake, primary screen, ldlA[mSR-BI] CHO cells, DiI fluorescence; 3 h; 100 = double the neutral-control signal; activation, % at 12.5 µM; 0.096% of 320,000 active;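 active means mean replicate activation of at least 60% and every replicate at or above 60%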;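 further: 0% = median plate neutral-control signal and 100% = twice that signal; values of inactives mirror those of a sister screen read the other way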
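Material: SR-BI-overexpressing, LDLR-lacking CHO cells; schedule: compound exposure 3 h, 37 °C; reagent: DiI-labelled HDL at 10 µg/mL final; technique: bottom-read fluorescence, 550/595 nm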
Rtt109 HAT inh: inhibitors of C. albicans Rtt109/Vps75 HAT, primary screen, biochemical, ThioGlo CoA-SH fluorescence, plate reader | Histone acetyltransferase RTT109 (Candida albicans (strain SC5314 / ATCC MYA-2876)), … | inhibition, % at 34.9 µM | purified Rtt109/Vps75, 4 h | 0.16% of 330,000 active;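 active means inhibition of at least 50% in every replicate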
Target sequence (Q5AAJ8 whole entry, looked up): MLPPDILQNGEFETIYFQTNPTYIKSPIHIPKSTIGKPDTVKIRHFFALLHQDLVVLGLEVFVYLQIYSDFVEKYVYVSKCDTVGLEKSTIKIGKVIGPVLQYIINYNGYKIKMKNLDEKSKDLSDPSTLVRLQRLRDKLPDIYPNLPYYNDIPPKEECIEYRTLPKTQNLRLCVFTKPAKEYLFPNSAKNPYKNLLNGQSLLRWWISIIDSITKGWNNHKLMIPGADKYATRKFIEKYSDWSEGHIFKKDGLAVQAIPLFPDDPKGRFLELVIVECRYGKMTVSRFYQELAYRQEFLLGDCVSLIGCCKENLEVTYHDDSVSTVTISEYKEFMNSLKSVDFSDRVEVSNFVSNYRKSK
CAL PDZ FP-2: CAL PDZ peptide-binding inhibitors, primary screen, biochemical, fluorescence polarization, Cer-tagged CAL PDZ, HTS. Golgi-associated PDZ and coiled-coil motif-containing protein (Homo sapiens), Q9HD26. purified CAL PDZ, TMR-peptide fluorescence polarization, 1 h. inhibition, % at 20 µM. 0.02% of 330,000 active. AID 504414, 2011;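 active means highest replicate inhibition of at least 40%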;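 further: plate controls were DMSO neutral control wells for no effect and unlabeled competitor peptide control wells for full effect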
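material = purified tagged CAL PDZ domain construct (CerCALP) | buffer or medium = sodium phosphate/NaCl buffer pH 7.4 with TCEP, IgG, Thesit | reagent = TMR-labelled reporter peptide T*-PRC34 bound in PDZ groove | incubation = 1 h room-temperature incubation prior to read | measured by = fluorescence polarization (mP) | evaluation = percent inhibition from loss of millipolarization | control set = unlabelled peptide and DMSO controls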
RTF Ca sens inh: cardiac RTF calcium sensitivity inhibitors, primary screen, biochemical, IANBD-TnC fluorescence, EC70 calcium | Troponin I, cardiac muscle (Homo sapiens) + Troponin T, cardiac muscle (Homo sapiens) + … | IANBD-labeled cardiac RTF, Ca2+ fluorescence | inhibition, % at 7.15 µM | 0.12% of 340,000 active;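 active means inhibition above the mean inhibition of all tested compounds plus 3 SD, cut at about 17% in these data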;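 further: assay run at fixed EC70 calcium of 1.6 mM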
PKA-R2B activ: activators of PKA-R2B holoenzyme, primary screen, biochemical, fluorescence polarization, Cy5-IP20, human; cAMP-dependent protein kinase catalytic subunit beta (Homo sapiens) + cAMP-dependent …; PKA-R2B holoenzyme dissociation; R2B truncated from residue 108, S112A mutant; 0% DMSO only, 100% 113 µM cGMP; activation, % at 11.4 µM; 0.079% of 340,000 active; AID 504700, 2011;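 active means activation above a cutoff set at the mean over all compounds plus 3 SD, cut at about 18% in these data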;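 further: higher means more holoenzyme dissociation and a rise in polarization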
C-LANA FP: inhibitors of KSHV C-LANA binding to DNA, primary screen, biochemical, fluorescence polarization, FAM-LBS DNA, MBP-C-LANA, single point; Kaposi's sarcoma herpesvirus LANA C-terminal domain (residues 932-1162) DNA binding; inhibition, % at 9 µM; 0.078% of 340,000 active;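 active means highest replicate inhibition at or above 60% at 9 µM, even if other replicates fall short; inactive means all replicates below 60% inhibition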;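 further: 0% = neutral control wells and 100% = 4 µM acridine orange control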
Keap1-Nrf2 PPI: Keap1-Nrf2 protein-protein interaction inhibitors, primary screen, biochemical, fluorescence polarization, single point; Kelch-like ECH-associated protein 1 (Homo sapiens), Q14145; Keap1 Kelch-Nrf2 peptide fluorescence polarization, 1536-well; inhibition, % at 9.4 µM; 0.15% of 340,000 active; AID 504523, 2011; in the data active means inhibition above about 12%;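 further: human Keap1 Kelch domain with fluorescein labeled Nrf2 9mer peptide probe; 0% = neutral control wells and 100% = peptide positive control; higher means more block of Keap1 binding to Nrf2 peptide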
Target sequence (Q14145 whole entry, looked up, the tested form may be a part): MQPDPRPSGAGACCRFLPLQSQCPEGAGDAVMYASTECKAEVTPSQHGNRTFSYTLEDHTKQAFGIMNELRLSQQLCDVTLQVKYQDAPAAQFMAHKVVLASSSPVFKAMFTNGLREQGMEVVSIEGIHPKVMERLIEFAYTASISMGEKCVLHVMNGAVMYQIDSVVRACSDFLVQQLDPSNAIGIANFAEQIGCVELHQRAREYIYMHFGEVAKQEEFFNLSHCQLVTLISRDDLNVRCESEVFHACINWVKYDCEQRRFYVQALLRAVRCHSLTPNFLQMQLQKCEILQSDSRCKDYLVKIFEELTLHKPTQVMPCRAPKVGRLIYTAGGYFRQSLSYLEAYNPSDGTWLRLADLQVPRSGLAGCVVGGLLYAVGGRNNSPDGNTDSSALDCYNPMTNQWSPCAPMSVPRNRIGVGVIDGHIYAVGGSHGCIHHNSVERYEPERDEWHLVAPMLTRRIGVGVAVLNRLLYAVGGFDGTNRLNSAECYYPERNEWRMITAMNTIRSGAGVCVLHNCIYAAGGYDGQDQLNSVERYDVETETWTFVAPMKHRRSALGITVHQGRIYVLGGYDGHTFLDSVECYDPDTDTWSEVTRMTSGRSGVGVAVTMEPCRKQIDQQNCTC
RTF Ca sens act: cardiac RTF calcium sensitivity activators, primary screen, biochemical, IANBD-TnC fluorescence, EC20 calcium | Troponin I, cardiac muscle (Homo sapiens) + Troponin T, cardiac muscle (Homo sapiens) + … | IANBD-labeled TnC RTF fluorescence at EC20 calcium; 0% EC20 calcium, 100% full calcium | activation, % at 7.2 µM | 0.24% of 340,000 active | AID 493008, 2010;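 active means activation above the mean over all tested compounds plus 3 SD, cut at about 30% in these data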;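 further: rise in fluorescence read as greater calcium sensitivity of cardiac thin filaments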
DAGLB inhibitor: DAGLB lipase inhibitors, primary screen, biochemical, fluorescence, HTS. AID 504411, 2011. HEK293T DAGLB membrane lysate, EnzChek fluorogenic substrate. inhibition, % at 5.17 µM. Diacylglycerol lipase-beta (Homo sapiens), Q8NCG7. 0.059% of 340,000 active; in the data active means inhibition above about 34%;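 further: 0% = enzyme with vehicle and 100% = wells lacking enzyme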
Active calls of the source: *; x = no result given.

smiles	CAL PDZ FP-1	SR-BI uptake up	Rtt109 HAT inh	CAL PDZ FP-2	RTF Ca sens inh	PKA-R2B activ	C-LANA FP	Keap1-Nrf2 PPI	RTF Ca sens act	DAGLB inhibitor
Cc1ccc(Cl)cc1NC(=O)c1cc(NC(=O)C2CCCCC2C(=O)O)ccc1N1CCOCC1 (stereo unspecified)	-1	24	9	-1.9	1	-3	-2.0	-2	-1	4
COc1ccc(NC(=S)NCc2cccnc2)cc1	x	-3	-4	-0.8	3	6	-0.9	-2	-2	-2
CCN(CC)S(=O)(=O)c1ccc(S(=O)(=O)N2CCC(C(=O)NC3CCN(Cc4ccccc4)CC3)CC2)cc1	0	12	-2	-2.4	-4	0	-1.0	-3	6	0
COc1ccc(Sc2nc(-c3ccccc3)ncc2OC)cc1	x	-46	1	0.3	-4	-9	-1.4	-6	6	-8
O=C(COC(=O)Cn1nnc(-c2ccccc2)n1)Nc1cc(F)ccc1F	-14	7	1	-1.0	-9	-1	-0.3	2	-3	0
O=C(O)c1ccc(/C=C/c2nc3sc4c(c3c(=O)[nH]2)CCC4)cc1	-1	27	-34	-2.6	-7	-9	0.1	0	-2	-2
CC(=O)c1c(Nc2ccc3c(c2)OCCO3)oc(C)cc1=O	x	22	-5	0.5	1	-2	-1.7	-4	3	2
CSCc1ccc(C(=O)NCC(c2cccs2)N2CCOCC2)cc1 (stereo unspecified)	-4	33	4	-1.7	-1	-13	2.2	1	7	-1
CCOC(=O)N1CCN(C(=O)CC(=O)Nc2ccc3nc4n(c(=O)c3c2)CCCCC4)CC1	-1	-4	-8	-0.5	-4	-11	2.7	-3	5	-3
CCOc1ccc(CNc2ccc3c(c2)ncn3C)cc1	0	41	2	-1.7	-2	-1	1.2	-2	-4	0
COCCCNC(=O)CN1C(=O)c2cccc3cccc1c23	-3	9	8	-0.6	3	-2	0.9	-5	0	-3
O=C(NCc1ccncc1)c1cnccn1	-7	2	-1	0.5	-1	-4	0.3	-1	-2	-1

Later entries
smiles	CAL PDZ FP-1	SR-BI uptake up	Rtt109 HAT inh	CAL PDZ FP-2	RTF Ca sens inh	PKA-R2B activ	C-LANA FP	Keap1-Nrf2 PPI	RTF Ca sens act	DAGLB inhibitor
C[N+](C)(C)CCOP(=O)([O-])OC[C@H](O)CO	2	22	-2	0.4	1	7	0.3	-1	13	1
CC(C)(C)c1nc2c(s1)CCc1onc(-c3ccc(Cl)cc3)c1-2	-3	7	-2	0.3	-19	4	2.0	1	-3	-3
CCOC(=O)C1CCCN(C(=O)C2CCC(CNS(=O)(=O)c3ccc(NC(C)=O)cc3)CC2)C1 (stereo unspecified)	-2	x	-2	-1.0	0	15	-0.5	-4	10	-1
O=C(NC1CCCc2ccccc21)c1ccc([N+](=O)[O-])cc1 (stereo unspecified)	-2	-21	3	-0.9	-6	-4	-0.9	-3	-6	-2
C=CCNC(=O)c1ccc([N+](=O)[O-])c(Cl)c1	-4	6	20	-2.3	1	-8	-0.3	1	-7	2
O=C1N/C(=N\c2ccccn2)SC1Cc1ccccc1Cl (stereo unspecified)	5	-1	-1	-0.5	-7	3	-0.7	-2	4	2
CCOc1ccc(C(=O)OCCN(C)C)cc1	0	14	0	-0.5	2	-2	0.7	-5	-2	2
Cc1cccc(NC(=O)C2CCCN(c3ncnc4c3nc3n4CCCCC3)C2)n1 (stereo unspecified)	-4	-2	0	-2.2	-8	-8	-0.2	-5	1	-3
C/C=C/C(=O)OCC(=O)Nc1ccccc1Br	-4	-15	7	0.7	9	0	-2.5	2	6	-1
CCOC(=O)N1CCN(C(=O)COCc2cc(-c3ccc4c(c3)OCO4)on2)CC1	4	3	-2	-0.2	-7	11	0.8	0	-1	3
CC(=O)OCC1OC(n2cc(F)c(=O)[nH]c2=O)C(OC(C)=O)C1OC(C)=O (stereo unspecified)	0	14	-1	0.7	-1	4	0.6	-2	-2	1
CCOC(=O)C1=C(C)N[C@@]2(O)c3ccccc3C(=O)[C@@]12O	-1	8	1	-3.3	-5	7	-0.3	-1	-2	1

Next section.
smiles	CAL PDZ FP-1	SR-BI uptake up	Rtt109 HAT inh	CAL PDZ FP-2	RTF Ca sens inh	PKA-R2B activ	C-LANA FP	Keap1-Nrf2 PPI	RTF Ca sens act	DAGLB inhibitor
COc1cc2c(cc1OC)C(Nc1ccccc1)=NC(C)(C)C2	2	43	-3	-0.1	6	2	-2.0	0	6	0
Cc1ccc2occ(/C=N/NC(=O)c3ccccc3C)c(=O)c2c1	2	16	5	-2.1	-2	-12	0.4	-5	-6	17
Cc1cc(C)c2nc3nc(C)cc(C)c3c(N)c2c1	-6	9	-41	-2.5	-12	11	-8.5	1	-2	6
CC(C)(C)OC(=O)C[C@@H]1C/C=C\C[C@@H](CC(=O)N[C@@H](CO)Cc2ccccc2)C(=O)NC[C@@H](c2ccccc2)OC1=O	-1	3	6	-0.6	3	-4	0.4	-5	-2	-1
CN(C(=O)COC(=O)c1cc(S(=O)(=O)N2CCOCC2)c(Cl)cc1Cl)C1CCS(=O)(=O)C1 (stereo unspecified)	-3	5	0	0.2	10	5	-2.1	-1	1	1
CCCCCCSc1cccc(-c2nc3ccccn3c2NCc2ccccc2)c1	-2	-25	6	-0.6	-5	-15	-1.4	-4	-3	-8
Cc1ccc(-c2n[nH]c3c2C(c2ccccc2)N(c2ccc(C(=O)O)cc2)C3=O)cc1 (stereo unspecified)	-13	x	14	-6.5	-4	9	0.6	-1	-2	0
COC(=O)c1ccc(COC(=O)[C@@H]2CC(O)CN2S(=O)(=O)c2ccccc2[N+](=O)[O-])cc1 (stereo partly specified)	-1	7	-4	0.2	-1	0	0.6	-4	7	-7
O=C(N/N=C/c1cn(Cc2cccc(F)c2)c2ccccc12)c1cc(O)cc(O)c1	0	6	0	-3.5	21*	0	19	0	-15	-4
[N-]=[N+]=CC(=O)c1ccnc(C(=O)C=[N+]=[N-])c1	-1	3	-8	-1.2	-1	-11	0.4	-2	-4	2
CCc1nnc(NC(=O)c2cc(S(=O)(=O)N3CCCCC3)ccc2C)s1	78*	7	-5	0.1	-6	-1	-1.6	-3	0	1
CCCCn1c(-c2csc3ccccc23)n[nH]c1=S	-7	-13	0	-2.1	-2	1	0.2	4	1	-3

(more compounds)
smiles	CAL PDZ FP-1	SR-BI uptake up	Rtt109 HAT inh	CAL PDZ FP-2	RTF Ca sens inh	PKA-R2B activ	C-LANA FP	Keap1-Nrf2 PPI	RTF Ca sens act	DAGLB inhibitor
CC(=O)C1=C(C)NC(SCC(N)=O)=C(C#N)C1c1cccs1 (stereo unspecified)	-3	6	-3	-0.2	-5	-5	1.6	1	7	1
CCc1ccccc1NC(=O)CNC(=O)c1cn(Cc2ccccc2)nc1-c1cccnc1	1	9	-7	1.8	-5	-9	-0.7	-1	-3	-5
Cc1onc(C(=O)NN)c1-c1csc(COc2ccccc2)n1	-5	-18	8	0.5	-5	-9	1.3	2	9	-10
Cc1cccc(NS(=O)(=O)c2cccc(C(=O)N3CCCCCCC3)c2)c1	2	-11	0	-3.3	-3	2	3.3	-2	-5	-5
CC(C)c1onc(C(=O)N2CCN(c3ccccc3)CC2)c1[N+](=O)[O-]	0	21	-5	-2.1	-6	12	-0.9	3	1	-2
CC(Cc1ccccn1)NC(=O)c1ccc(OC2CCN(Cc3ccccn3)CC2)cc1 (stereo unspecified)	-3	4	-9	-1.6	0	-7	2.4	3	3	-1
N/C(=N\OC(=O)COc1cc(Cl)c(Cl)cc1Cl)c1ccccn1	-7	7	13	-0.6	x	x	2.6	3	x	x
CCOc1ccc(N(C)S(=O)(=O)c2ccc(-c3cc(C)no3)s2)cc1	-7	34	-6	-2.0	-5	0	0.5	2	-4	-5
Cc1cc(C)c2[nH]c(=O)c(CN(Cc3cccs3)C(=S)NCC3CCCO3)cc2c1 (stereo unspecified)	-2	5	10	1.0	-10	10	-1.9	-8	12	-2
COc1ccc(N(C(C)=O)S(=O)(=O)c2cc(OC)ccc2OC)cc1	-1	12	3	-1.0	-15	5	-3.4	-1	0	-4
COc1ccnc(Nc2ccc(C)c(C)c2)c1C#N	1	9	2	0.3	2	2	0.8	1	-1	1
COc1ccccc1N(C)S(=O)(=O)c1ccc(C(=O)OCC(=O)c2c[nH]c3ccccc23)cc1	-2	-31	3	-2.9	-5	-7	-1.6	-6	9	-6
COC(=O)c1cc(=O)nc2sccn12	-2	14	-4	-0.8	0	12	1.4	-5	-2	0
CCOC(=O)c1c(/N=C/N(C)C)sc(C(=O)OC)c1C	-3	-10	-3	-0.2	-2	7	0.1	5	1	0
Cc1cc(NCCOCCO)n2c(nc3ccccc32)c1C#N	-7	11	-2	-0.1	-14	-4	-0.9	2	-5	-1
